CAL PDZ FP-1: human CAL PDZ-peptide interaction inhibition; Q9HD26; purified CAL PDZ, TMR-peptide fluorescence polarization, 1 h; inhibition, % at 20 µM; 330,000 tested, 0.02% active; AID 504414;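 active = highest replicate inhibition of at least 40%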;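 also: plate controls were DMSO neutral control wells for no effect and unlabeled competitor peptide control wells for full effect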
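Control set: unlabelled peptide and DMSO controls / Material: purified CerCALP PDZ construct / Timing: 1 h incubation at room temperature before polarization reading / Doses: 20 µM, one dose / Detection: fluorescence polarization (mP)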
Keap1 Nrf2 FP: disrupts human Keap1 binding to Nrf2 peptide. Q14145. Keap1 Kelch-Nrf2 peptide fluorescence polarization, 1536-well. inhibition, % at 9.4 µM. 340,000 tested, 0.15% active; in the data active = inhibition above about 12%; inconclusive = no clear call, values can overlap the other calls; inactive = below about 7.3%;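 also: human Keap1 Kelch domain with fluorescein labeled Nrf2 9mer peptide probe; 0% = neutral control wells and 100% = peptide positive control; higher means more block of Keap1 binding to Nrf2 peptide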
Target sequence (Q14145 whole entry, looked up, the tested form may be a part): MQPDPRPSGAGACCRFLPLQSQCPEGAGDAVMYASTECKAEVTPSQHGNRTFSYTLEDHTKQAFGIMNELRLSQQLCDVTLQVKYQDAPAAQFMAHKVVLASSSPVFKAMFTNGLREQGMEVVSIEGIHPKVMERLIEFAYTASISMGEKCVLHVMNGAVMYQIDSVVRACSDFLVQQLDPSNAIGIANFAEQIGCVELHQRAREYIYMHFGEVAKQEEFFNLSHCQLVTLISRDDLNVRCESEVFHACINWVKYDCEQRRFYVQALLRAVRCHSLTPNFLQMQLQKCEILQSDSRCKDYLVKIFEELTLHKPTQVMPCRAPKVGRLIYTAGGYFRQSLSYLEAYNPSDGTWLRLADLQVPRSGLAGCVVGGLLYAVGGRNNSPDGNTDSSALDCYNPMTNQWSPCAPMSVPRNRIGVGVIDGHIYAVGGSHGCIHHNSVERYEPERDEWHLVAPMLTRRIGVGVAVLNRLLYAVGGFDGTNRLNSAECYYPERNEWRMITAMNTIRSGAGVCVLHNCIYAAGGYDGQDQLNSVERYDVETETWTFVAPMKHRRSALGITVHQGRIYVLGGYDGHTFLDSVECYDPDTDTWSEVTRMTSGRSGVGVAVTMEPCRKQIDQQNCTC
CAL PDZ FP-2: CAL PDZ (human) peptide binding inhibition | Q9HD26 | purified CAL PDZ, TMR-peptide fluorescence polarization, 1 h | inhibition, % at 24.9 µM | 300,000 tested, 0.92% active | AID 602252;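 active = mean inhibition of at least 30% with at least half of replicates also reaching 30%; inconclusive = no clear call, values can overlap the other calls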;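 also: 0% = DMSO neutral control and 100% = excess unlabeled competitor peptide PRC23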
LANA DNA inh: blocks KSHV LANA C-terminal domain binding to DNA | MBP-C-LANA/FAM-LBS DNA binding, fluorescence polarization | inhibition, % at 9 µM | 340,000 tested, 0.078% active | AID 504423;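 active = highest replicate inhibition at or above 60% at 9 µM, even if other replicates fall short; inactive = all replicates below 60% inhibition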;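 also: 0% = neutral control wells and 100% = 4 µM acridine orange control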
SR-BI uptake up: enhances SR-BI lipid uptake from DiI-HDL; AID 504775; activation, % at 12.5 µM; CHO ldlA[mSR-BI] cells, DiI-HDL uptake fluorescence, 3 h; 100 = double the neutral-control signal; 320,000 tested, 0.096% active;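 active = mean replicate activation of at least 60% and every replicate at or above 60%; inconclusive = mean or all-replicate condition met, but not both; inactive = mean below 60% and not all replicates reaching 60%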;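 also: 0% = median plate neutral-control signal and 100% = twice that signal; values of inactives mirror those of a sister screen read the other way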
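System: CHO ldlA[mSR-BI] cells / Medium: HEPES-buffered (25 mM, pH 7.4) F12 plus 0.5% BSA / Probe or stimulus: labelled HDL, 10 µg/mL / Doses: single compound concentration, delivered by pin transfer / Schedule: 3 h, 37 °C / Measured by: DiI fluorescence, bottom read / Measure: cell-associated DiI fluorescence as measure of HDL uptake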
RTF Ca sens act: increases calcium sensitivity of human cardiac regulated thin filaments; P19429+P45379; 340,000 tested, 0.24% active; activation, % at 7.2 µM; IANBD-labeled TnC RTF fluorescence at EC20 calcium; 0% EC20 calcium, 100% full calcium; AID 493008;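 active = activation above the mean over all tested compounds plus 3 SD, cut at about 30% in these data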;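 also: rise in fluorescence read as greater calcium sensitivity of cardiac thin filaments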
Cardiac RTF inh: cardiac RTF calcium desensitization. P19429+P45379. IANBD-labeled cardiac RTF, Ca2+ fluorescence. inhibition, % at 7.15 µM. 340,000 tested, 0.12% active. AID 493244;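 active = inhibition above the mean inhibition of all tested compounds plus 3 SD, cut at about 17% in these data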;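 also: assay run at fixed EC70 calcium of 1.6 mM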
PKA-R2B act: activators of human PKA-R2B complex | P22694+P31323 | 340,000 tested, 0.079% active | PKA-R2B holoenzyme dissociation, Cy5-IP20 fluorescence polarization; R2B truncated from residue 108, S112A mutant; 0% DMSO only, 100% 113 µM cGMP | activation, % at 11.4 µM;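 active = activation above a cutoff set at the mean over all compounds plus 3 SD, cut at about 18% in these data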;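 also: higher means more holoenzyme dissociation and a rise in polarization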
Target sequence (P31323 whole entry, looked up, other chains not shown, the tested form may be a part): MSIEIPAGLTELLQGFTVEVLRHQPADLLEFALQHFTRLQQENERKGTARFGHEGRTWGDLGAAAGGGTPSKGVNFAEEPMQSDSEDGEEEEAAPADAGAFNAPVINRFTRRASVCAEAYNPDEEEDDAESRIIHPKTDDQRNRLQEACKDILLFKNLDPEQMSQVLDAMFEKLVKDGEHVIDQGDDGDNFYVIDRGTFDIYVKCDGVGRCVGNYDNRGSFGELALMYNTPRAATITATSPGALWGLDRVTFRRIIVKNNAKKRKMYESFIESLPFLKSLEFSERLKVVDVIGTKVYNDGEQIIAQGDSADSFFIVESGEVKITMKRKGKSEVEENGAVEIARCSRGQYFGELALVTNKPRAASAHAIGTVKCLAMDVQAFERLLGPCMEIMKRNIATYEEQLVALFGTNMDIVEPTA
DAGLB inh: diacylglycerol lipase beta (human) inhibition. HEK293T DAGLB membrane lysate, EnzChek fluorogenic substrate. inhibition, % at 5.17 µM. 340,000 tested, 0.059% active. AID 504411; in the data active = inhibition above about 34%;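 also: 0% = enzyme with vehicle and 100% = wells lacking enzyme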
Rtt109 Vps75: C. albicans Rtt109 histone acetyltransferase inhibition; 330,000 tested, 0.16% active; purified Rtt109/Vps75, ThioGlo CoA-SH fluorescence, 4 h; inhibition, % at 34.9 µM; Q5AAJ8;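 active = inhibition of at least 50% in every replicate; inconclusive = best replicate reaches 50% inhibition but some replicates fall short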
* = called active by the depositor; & = joins results of further samples.

For Fc1ccc(CN2CCN(c3ncnc4scc(-c5ccc(F)cc5)c34)CC2)cc1 the results were CAL PDZ FP-1 -0.7, Keap1 Nrf2 FP -3, CAL PDZ FP-2 -1, LANA DNA inh 0.4, SR-BI uptake up -47, RTF Ca sens act -6, Cardiac RTF inh 1, PKA-R2B act 2, DAGLB inh -4 and Rtt109 Vps75 8.
O=C(NCCS(=O)(=O)N1CCN(c2cccc(Cl)c2)CC1)C1CCCC1 was read as CAL PDZ FP-1 0.0, Keap1 Nrf2 FP -3, CAL PDZ FP-2 -5, LANA DNA inh -0.5, SR-BI uptake up -1, RTF Ca sens act 4, Cardiac RTF inh -8, PKA-R2B act -12, DAGLB inh 2 and Rtt109 Vps75 0.
Screening CCOC(=O)c1cn(Cc2cccc(Cl)c2)nn1 returned CAL PDZ FP-1 -1.5, Keap1 Nrf2 FP -3, CAL PDZ FP-2 -2, LANA DNA inh -1.6, SR-BI uptake up 23, RTF Ca sens act 5, Cardiac RTF inh -2, PKA-R2B act 2, DAGLB inh -1 and Rtt109 Vps75 -3.
`CCOc1ccccc1Nc1nc(N)nc(CN2CCCCC2C)n1` (centres undefined) gave CAL PDZ FP-1 -0.7, Keap1 Nrf2 FP 2, CAL PDZ FP-2 -2, LANA DNA inh -0.9, SR-BI uptake up -12, RTF Ca sens act 1, Cardiac RTF inh 3, PKA-R2B act -4, DAGLB inh -1 and Rtt109 Vps75 2.
`COc1ccc(CSc2nnc(-c3ccncc3)n2N)cc1` gave CAL PDZ FP-1 1.6, Keap1 Nrf2 FP -3, CAL PDZ FP-2 -2, LANA DNA inh -1.0, SR-BI uptake up 18, RTF Ca sens act -3, Cardiac RTF inh -5, PKA-R2B act -1, DAGLB inh -2 and Rtt109 Vps75 -13.
CCOC(=O)N1CCN(S(=O)(=O)c2ccc(C(=O)Nc3ccc(F)cc3F)cc2)CC1 was read as CAL PDZ FP-1 -2.1, Keap1 Nrf2 FP -1, CAL PDZ FP-2 -1, LANA DNA inh 1.9, SR-BI uptake up -34, RTF Ca sens act 0, Cardiac RTF inh 11, PKA-R2B act 2, DAGLB inh 1 and Rtt109 Vps75 -6.
Screening COc1ccc(NS(=O)(=O)c2ccc(NC(=O)c3ccccc3Br)cc2)nn1 returned CAL PDZ FP-1 -2.0, Keap1 Nrf2 FP 5, LANA DNA inh 0.2, SR-BI uptake up 9, RTF Ca sens act 5, Cardiac RTF inh -11, PKA-R2B act -6, DAGLB inh -2 and Rtt109 Vps75 4.
For CCN1CCN(c2nc(-c3cccnc3)nc3ccccc23)CC1 the results were CAL PDZ FP-1 -2.3, Keap1 Nrf2 FP -6, CAL PDZ FP-2 -2, LANA DNA inh 0.6, SR-BI uptake up -4, RTF Ca sens act 8, Cardiac RTF inh -6, PKA-R2B act 0 and DAGLB inh -2.
For Cc1cccc(-c2nnc(SCC(=O)NC3CCCC3)o2)c1 the results were CAL PDZ FP-1 -1.1, Keap1 Nrf2 FP -2, CAL PDZ FP-2 86*, LANA DNA inh -0.9, SR-BI uptake up -8, RTF Ca sens act 1, Cardiac RTF inh 1, PKA-R2B act -3, DAGLB inh 0 and Rtt109 Vps75 -8.
For CCC(c1nnc(SCC(=O)Nc2ccc(C(N)=O)cc2)n1Cc1ccccc1)N(C)C (centres undefined) the results were CAL PDZ FP-1 -0.3, Keap1 Nrf2 FP 0, CAL PDZ FP-2 -3, LANA DNA inh 2.4, SR-BI uptake up 14, RTF Ca sens act -2, Cardiac RTF inh 1, PKA-R2B act 8, DAGLB inh 4 and Rtt109 Vps75 1.

Among those listed so far, these contain a Cl atom:
O=C(NCCS(=O)(=O)N1CCN(c2cccc(Cl)c2)CC1)C1CCCC1 was read as CAL PDZ FP-1 0.0, Keap1 Nrf2 FP -3, CAL PDZ FP-2 -5, LANA DNA inh -0.5, SR-BI uptake up -1, RTF Ca sens act 4, Cardiac RTF inh -8, PKA-R2B act -12, DAGLB inh 2 and Rtt109 Vps75 0.
Screening CCOC(=O)c1cn(Cc2cccc(Cl)c2)nn1 returned CAL PDZ FP-1 -1.5, Keap1 Nrf2 FP -3, CAL PDZ FP-2 -2, LANA DNA inh -1.6, SR-BI uptake up 23, RTF Ca sens act 5, Cardiac RTF inh -2, PKA-R2B act 2, DAGLB inh -1 and Rtt109 Vps75 -3.

Additional results:
For CCCCOc1ccc(NC(=O)CCSc2nccn2C)cc1 the results were CAL PDZ FP-1 -2.2, Keap1 Nrf2 FP 3, CAL PDZ FP-2 -8, LANA DNA inh -1.2, SR-BI uptake up -40, RTF Ca sens act 1, Cardiac RTF inh -14, PKA-R2B act 2, DAGLB inh 3 and Rtt109 Vps75 -2.
For CC(=O)c1c(N2CCN(Cc3ccccc3)CC2)[nH]c(-c2ccccc2)nc1=S the results were CAL PDZ FP-1 -0.1, Keap1 Nrf2 FP -2, CAL PDZ FP-2 -2, LANA DNA inh -1.7, SR-BI uptake up 11, RTF Ca sens act 5, Cardiac RTF inh -4, PKA-R2B act 10, DAGLB inh -1 and Rtt109 Vps75 7.
`O=C(OCCN1CCCC1=O)c1cc(F)c(F)c(F)c1F` gave CAL PDZ FP-1 -0.6, Keap1 Nrf2 FP 2, LANA DNA inh 0.2, SR-BI uptake up -10, RTF Ca sens act -4, Cardiac RTF inh 8, PKA-R2B act -11, DAGLB inh -2 and Rtt109 Vps75 14.
For O=C(Nc1ccc(Cl)cc1)Nc1ccc(N2CCC(C(F)(F)F)CC2)nc1 the results were CAL PDZ FP-1 2.7, Keap1 Nrf2 FP 0, CAL PDZ FP-2 -5, LANA DNA inh 2.0, SR-BI uptake up -3, RTF Ca sens act 2, Cardiac RTF inh -3, PKA-R2B act -9, DAGLB inh -2 and Rtt109 Vps75 inconclusive.
`O=C(c1ccc2c(c1)OCO2)N1CCC2(CC1)Oc1ccc(F)cc1C(=O)C21CC(c2cccnc2)=NO1` (centres undefined) gave CAL PDZ FP-1 -0.8, Keap1 Nrf2 FP -5, CAL PDZ FP-2 -2, LANA DNA inh 0.7, SR-BI uptake up 6, RTF Ca sens act 6, Cardiac RTF inh -6, PKA-R2B act 0, DAGLB inh -1 and Rtt109 Vps75 7.
For CCn1c(=O)c2sccc2n(CC(=O)NCCC2=CCCCC2)c1=O the results were CAL PDZ FP-1 -2.0, Keap1 Nrf2 FP -3, CAL PDZ FP-2 -4, LANA DNA inh 2.4, RTF Ca sens act 13, Cardiac RTF inh -2, PKA-R2B act 5, DAGLB inh -1 and Rtt109 Vps75 -9.
Screening Cc1cccc(OCC(O)Cn2c(NCc3cccnc3)nc3c2c(=O)[nH]c(=O)n3C)c1 (centres undefined) returned CAL PDZ FP-1 -0.6, Keap1 Nrf2 FP -2, LANA DNA inh -0.8, SR-BI uptake up 3, RTF Ca sens act -3, Cardiac RTF inh -1, PKA-R2B act -8, DAGLB inh -4 and Rtt109 Vps75 4.
COc1ccc(C(=O)/C=C/c2ccc(OC(=O)c3cc(OC)c(OC)c(OC)c3)cc2)cc1 was read as CAL PDZ FP-1 -2.5, Keap1 Nrf2 FP -1, CAL PDZ FP-2 -2, LANA DNA inh -0.5, SR-BI uptake up -42, RTF Ca sens act -9, Cardiac RTF inh 2, PKA-R2B act 4, DAGLB inh 1 and Rtt109 Vps75 0&-5.
`OCCNCC(O)Cn1ccc2ccccc21` (centres undefined) gave CAL PDZ FP-1 -5.5, Keap1 Nrf2 FP -2, CAL PDZ FP-2 1, LANA DNA inh -1.1, SR-BI uptake up -1, RTF Ca sens act 3, Cardiac RTF inh -15, PKA-R2B act -3, DAGLB inh 0 and Rtt109 Vps75 -46.
Cc1cc(/C=N/NC(N)=S)c(C)n1-c1ccc(Br)cc1 was read as CAL PDZ FP-1 -0.8, Keap1 Nrf2 FP -3, CAL PDZ FP-2 -4, LANA DNA inh -1.3, SR-BI uptake up -71, RTF Ca sens act 3, Cardiac RTF inh -6, PKA-R2B act -1, DAGLB inh 5 and Rtt109 Vps75 8.
Screening O=C(CN1CCN(c2ccc(F)cc2)CC1)Nc1cccnc1Cl returned CAL PDZ FP-1 -1.1, Keap1 Nrf2 FP -3, CAL PDZ FP-2 -3, LANA DNA inh -0.7, SR-BI uptake up -9, RTF Ca sens act -4, Cardiac RTF inh 8, PKA-R2B act -12, DAGLB inh -1 and Rtt109 Vps75 4.
`Cc1ccc(S(=O)(=O)NNC(=O)c2ccncc2)cc1[N+](=O)[O-]` gave CAL PDZ FP-1 -1.3, Keap1 Nrf2 FP -2, CAL PDZ FP-2 -2, LANA DNA inh -0.3, SR-BI uptake up 26, RTF Ca sens act 3, Cardiac RTF inh -6, PKA-R2B act -13, DAGLB inh 1 and Rtt109 Vps75 0.
For CCCC/C=C/C(NC(=O)c1ccc(-c2ccccc2)cc1)c1ccccc1 (centres undefined) the results were CAL PDZ FP-1 0.0, Keap1 Nrf2 FP 2, CAL PDZ FP-2 1, LANA DNA inh -1.5, SR-BI uptake up -23, RTF Ca sens act -6, Cardiac RTF inh -1, PKA-R2B act 3, DAGLB inh -16 and Rtt109 Vps75 -19.
`COCCn1cc(C(=S)N2CCOCC2)c2ccccc21` gave CAL PDZ FP-1 0.4, Keap1 Nrf2 FP -6, CAL PDZ FP-2 -1, LANA DNA inh 2.4, SR-BI uptake up 18, RTF Ca sens act -2, Cardiac RTF inh -6, PKA-R2B act -1, DAGLB inh -3 and Rtt109 Vps75 -2.
COc1ccccc1NC(=O)CSc1nnnn1-c1ccc(C(=O)O)cc1 was read as CAL PDZ FP-1 -1.6, Keap1 Nrf2 FP 2, CAL PDZ FP-2 14, LANA DNA inh -0.1, SR-BI uptake up 13, RTF Ca sens act -2, Cardiac RTF inh -10, PKA-R2B act -6, DAGLB inh -2 and Rtt109 Vps75 -3.
For CCCCn1ccc(=O)c2c(C(F)(F)F)nccc21 the results were CAL PDZ FP-1 0.8, Keap1 Nrf2 FP -1, CAL PDZ FP-2 -2, LANA DNA inh 0.3, SR-BI uptake up 23, RTF Ca sens act 2, Cardiac RTF inh -1, PKA-R2B act 1, DAGLB inh -2 and Rtt109 Vps75 5.
Screening CCCC(=O)Nc1cc(Cl)ccc1C returned CAL PDZ FP-1 -0.8, Keap1 Nrf2 FP 0, LANA DNA inh -0.2, SR-BI uptake up 15, RTF Ca sens act 5, Cardiac RTF inh 4, PKA-R2B act 1, DAGLB inh 0 and Rtt109 Vps75 14.
